Bioassay records deposited in PubChem BioAssay by several laboratories.
UTI89 phage lysis – inhibition of K1F phage lysis, E. coli UTI89, bacterial capsule biogenesis inhibitors, alamar blue (AID 488966); E. coli UTI89 K1F phage lysis, alamar blue, 2 h; higher % means a stronger effect; inhibition, % at 100 µM; hits with a dose series show IC50 in µM; actives 0.02% (n = 340,000);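 active = phage lysis inhibition, versus mean bacterial control, above a set limit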;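 note: capsule biogenesis inhibitors block K1F phage lysis so surviving cells raise fluorescence; higher fluorescence means more inhibition of phage lysis; actives were called in the ten point dose series up to 300 µM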
T cell modulator – T cell immune modulation candidate; 2C CD8+ T cell-vesicle binding, flow cytometry; stronger effect = lower value; calls only at 7 µM; actives 0.068% (n = 330,000);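 active = response, share of CD8 T cells binding vesicles, and their 90th percentile fluorescence all below set limits, cut at about 80% in these data, passing the limit was not always enough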
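Material: 2C TCR transgenic mouse naive CD8+ T cells, MACS-purified. Also added: QL9-charged Drosophila Ld/ICAM-1/B7-1 vesicles. Timing: binding 1.5 h at 37 °C. Measured by: high-throughput flow cytometry with anti-B7-1 and anti-CD8 staining. Read-out: percent CD8+ FL2 mean versus row control. Controls: Unloaded micro-vesicles (low), QL9 vesicles with 0.7% DMSO (high).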
T cell modulator vesicle-bound % – further read-out of T cell modulator, marked with its call; double positive events, %; measured here: CD8+ vesicle-bound cell fraction;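 binding gate set so that unloaded-vesicle control wells show 10% double positive cells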
* = called active by the depositor; i = inactive; [ ] = another dose, or the depositor's remark. A portion of the library; rates above refer to the full screens.

SMILES	UTI89 phage lysis	T cell modulator	T cell modulator vesicle-bound %
CCN(c1ccccc1)S(=O)(=O)c1ccc(C(=O)N2CCOCC2)cc1	1.2%[50 µM]	i	56
CC(C)[C@H](CN1CCC[C@H]1CN1C(N)=NC[C@H]1C(C)C)N1C[C@@H](Cc2ccccc2)N(CCCC2CCCC2)C1=N	0.9%	i	8
O=C(COC(=O)Cn1cnc2ccccc21)Nc1ccc(OC(F)F)cc1	1.0%[50 µM]	i	28
Cc1cccc(NC(=O)[C@@H]2CCCN2S(=O)(=O)c2ccc(Cl)cc2)c1	0.0%[50 µM]	i	28
O=C(CCC(=O)c1cccs1)NCc1ccccc1Cl	-3.5%	i	12
CCN(C[C@H]1N[C@@](Cc2ccccc2)(C(=O)OC)[C@H]2C(=O)N(C)C(=O)[C@@H]12)S(=O)(=O)c1ccc(OC)cc1	-0.1%	i	11
Cc1cnc(C(=O)OCC(=O)Nc2ccc(C)c(S(=O)(=O)N3CCOCC3)c2)cn1	1.2%	i	13
CCC(C)Sc1ccc(-c2nc3ccc(Cl)cn3c2NCc2ccccc2)cc1 (stereo not given)	1.7%	i	17
CSCCC(NC(=O)c1ccccc1Br)C(=O)NNC(=O)c1cc(C)oc1C (stereo not given)	0.3%[50 µM]	i	18
COc1ccc(NS(=O)(=O)c2cccc(C(=O)N3CCN(C(=O)c4ccco4)CC3)c2)cc1	-0.2%[50 µM]	i	35
COC(=O)[C@]1(Cc2ccccc2)N[C@H](CN(C)C(=O)COc2ccccc2)[C@@H]2C(=O)N(Cc3ccccc3)C(=O)[C@@H]21	0.1%	i	13
C[C@H](CO)N1C[C@H](C)[C@@H](CN(C)S(C)(=O)=O)Oc2ccc(NC(=O)c3ccncc3)cc2C1=O	-0.2%	i	30
CC(C)(C)OC(=O)NCCCC[C@H](NC(=O)c1[nH]cnc1C(=O)N[C@@H](Cc1ccccc1)C(=O)OCc1ccccc1)C(=O)OC(C)(C)C	-3.8%	i	14
Cc1ccc([C@@H]2CC=C(C(=O)O)[C@H](c3ccc(F)cc3)N2S(=O)(=O)c2ccccc2C)cc1	-0.1%	i	10
CCN(CC)S(=O)(=O)c1ccc(N2CCOCC2)c(NC(=O)c2ccc(=O)[nH]c2)c1	-3.3%	i	54
CC1CCC2(CC1)NC(=O)N(CC(=O)N1CC(C)CC(C)C1)C2=O (stereo not given)	0.2%[50 µM]	i	55
O=C(CNC(=O)c1n[nH]c2ccccc12)Nc1ccc(F)c(F)c1F	0.3%[50 µM]	i	6
O=C(C[C@@H]1C/C=C\CC[C@H](Cc2ccc(F)cc2)C(=O)OC[C@@H]2CCCN2C1=O)NCCO	0.4%	i	14
CCn1c(C)cc(C(=O)COC(=O)c2ccccc2[N+](=O)[O-])c1C	0.7%[50 µM]	i	50
Cn1c(N)c(C(=O)COC(=O)Cc2ccc(Cl)c(Cl)c2)c(=O)n(C)c1=O	0.2%[50 µM]	i	45
O=C(COC(=O)c1cccc(OC(F)F)c1)NCC1CCCO1 (stereo not given)	0.3%	i	47
O=C(CSc1cccc[n+]1[O-])Nc1ccc(Cl)cc1F	0.5%[50 µM]	i	47
O=C(Cn1cc([N+](=O)[O-])ccc1=O)N1CCc2ccccc2C1	0.6%[50 µM]	i	15
COc1ccc(NC(=O)CN2C(=O)NC(C)(c3ccc4c(c3)OCCO4)C2=O)cc1S(N)(=O)=O (stereo not given)	-0.7%	i	47
CSc1ncc(Sc2ccccc2)c(C(=O)O)n1	0.3%	i	37

Pulled one by one from the entries so far, four records:
SMILES	UTI89 phage lysis	T cell modulator	T cell modulator vesicle-bound %
C[C@H](CO)N1C[C@H](C)[C@@H](CN(C)S(C)(=O)=O)Oc2ccc(NC(=O)c3ccncc3)cc2C1=O	-0.2%	i	30
CCC(C)Sc1ccc(-c2nc3ccc(Cl)cn3c2NCc2ccccc2)cc1 (stereo not given)	1.7%	i	17
Cc1cnc(C(=O)OCC(=O)Nc2ccc(C)c(S(=O)(=O)N3CCOCC3)c2)cn1	1.2%	i	13
O=C(CSc1cccc[n+]1[O-])Nc1ccc(Cl)cc1F	0.5%[50 µM]	i	47

Carrying on.
SMILES	UTI89 phage lysis	T cell modulator	T cell modulator vesicle-bound %
CCOc1ccccc1C(=O)NCC(=O)NNC(=O)c1cccs1	2.0%[50 µM]	i	57
C[C@@H]1COC(=O)[C@@H](NC(=O)OCC2c3ccccc3-c3ccccc32)C/C=C\C[C@@H](CC(=O)N(CCO)Cc2ccccc2)C(=O)N1	1.7%	i	18
Cc1cc(C(=O)CSc2nnc(-c3ccco3)o2)c(C)n1C	0.7%[50 µM]	i	41
COCCN(CC(=O)Nc1cccc(C)c1C)C(=O)C1(c2ccccc2)CC1	0.5%[50 µM]	i	43
CN(C(=O)COC(=O)Cn1cnc2ccccc21)C1CCCCC1	0.6%	i	44
COc1ccc2c(c1)[C@H]1[C@H](CO2)[C@H](c2ccccc2)[C@]2(C)C(=O)Nc3cc(C)ccc3C(=O)N12	1.1%	i	19
CCOC(=O)Cc1csc(SCC(=O)N2CCN(c3ccccc3)CC2)n1	1.9%	i	50
C[C@H](CO)N1C[C@H](C)[C@@H](CN(C)Cc2ccccc2)Oc2c(NC(=O)Cc3ccccc3)cccc2C1=O	-1.2%	i	8
O=C(OCC(=O)N1CCOCC1)c1cc(=O)[nH]c2ccccc12	-2.3%	i	50
CC(=O)c1cccc(S(=O)(=O)Nc2ccccc2N2CCOCC2)c1	0.7%[50 µM]	i	35
COc1ccc(S(=O)(=O)N2CCOCC2)cc1NC(=O)CSc1nnc2n1CCCCC2	0.5%[50 µM]	i	46
Cc1ccc(NS(=O)(=O)c2cccc(C(=O)NC3CC3)c2)c(C)c1	0.8%[50 µM]	i	46
COc1ccc(C(=O)OCC(=O)N2CCN(C(=O)c3ccco3)CC2)cc1OC	0.6%	i	38
O=C(COC(=O)c1ccc([N+](=O)[O-])cc1)NCCC1=CCCCC1	0.4%[50 µM]	i	36
NC(=O)c1ccsc1NC(=O)COC(=O)c1cccnc1Cl	-0.1%	i	27
COC(=O)[C@]1(Cc2ccccc2)N[C@H](CN(C)C(=O)Nc2ccc(OC)cc2)[C@@H]2C(=O)N(Cc3ccccc3)C(=O)[C@@H]21	0.5%	i	7
CCCCN(C(=O)CSc1nc(CCC)cc(=O)[nH]1)c1c(N)n(Cc2ccccc2)c(=O)[nH]c1=O	-0.6%	i	21
CCN(c1ccccc1)S(=O)(=O)c1ccc(C(=O)N(C)Cc2cccs2)cc1	-0.1%[50 µM]	i	49
O=S(=O)(N(Cc1ccccc1)[C@H](CO)Cc1ccccc1)N(Cc1ccccc1)[C@H](CO)Cc1ccccc1	-0.3%	i	15
O=C(COc1ccccc1F)OCC(=O)c1ccc([N+](=O)[O-])cc1	0.0%[50 µM]	i	50
CC1CCN(C(=O)COC(=O)CCC(=O)c2ccc(Cl)cc2)CC1	0.4%[50 µM]	i	33
N#CC1(NC(=O)COc2ccc(C(N)=O)cc2)CCCC1	0.7%[50 µM]	i	25
Cn1cnc(C(=O)NCc2ccccc2)c1C(=O)NCc1ccccc1	0.6%	i	18
CCOc1cc(N2CCOCC2)c(OCC)cc1NC(=O)C(C)Oc1ccccc1 (stereo not given)	-1.3%	i	23
COc1cc2sc3cc(NCCCN4CCOCC4)ccc3c(=O)c2cc1OC	-1.3%	i	32
SMILES	UTI89 phage lysis	T cell modulator	T cell modulator vesicle-bound %
C[C@H](CO)N1C[C@H](C)[C@@H](CN(C)C(=O)Nc2ccccc2)Oc2ccc(NC(=O)CCC(F)(F)F)cc2C1=O	0.8%	i	13
COc1ccc(CCC2(C)NC(=O)N(C(C)C(=O)N3c4ccccc4CC3C)C2=O)cc1 (stereo not given)	0.2%[50 µM]	i	42
COc1cc(C(=O)NCc2cccs2)ccc1OCc1c(C)noc1C	0.5%[50 µM]	i	51
C=C[C@H]1[C@H](O[C@@H]2O[C@H](CO)[C@@H](O)[C@H](O)[C@H]2O)OC=C2C(=O)OCC[C@]21O	1.6%	i	34
CC(=O)Nc1ccc(S(=O)(=O)Nc2nc3ccccc3nc2N2CCOCC2)cc1	0.5%	i	39
CN(CC(=O)Nc1cccc(F)c1)CC(=O)Nc1cccc2ccccc12	0.2%[50 µM]	i	48
CC[C@]12c3[nH]c4ccccc4c3CCN1C(=O)C(CC(=O)NC/C=C(\C)CCC=C(C)C)C[C@@H]2C(=O)N1CCN(C(=O)c2ccco2)CC1 (stereo not given in full)	0.3%	i	5
O=C(/C=C/c1ccc(F)cc1)Nc1cccc(S(=O)(=O)N2CCOCC2)c1	-0.7%	i	33
COC(=O)c1ccc(OCC(=O)NC2CCCCCCC2)cc1	1.4%	i	23
CCN(C[C@H]1N[C@@](C)(C(=O)OC)[C@H]2C(=O)N(C)C(=O)[C@@H]12)C(=O)Nc1ccc(OC)cc1	0.3%	i	7
COc1ccc(-c2ccc3c(=O)cc(-c4ccsc4)oc3c2)cn1	0.3%	i	8
CC(=O)Nc1ccc(SCC(=O)NC(=O)c2ccc(S(=O)(=O)N(C)C)cc2)cc1	0.9%[50 µM]	i	30
O=C(CSc1nc2ccccc2c(=O)n1CCCO)NC1CC1	0.6%[50 µM]	i	36
COc1cccc(CNC(=O)COC(=O)c2ccc(Cl)s2)c1	1.4%	i	35
CN(Cc1cccc(Cl)c1Cl)C(=O)c1cc(S(=O)(=O)N2CCOCC2)ccc1F	3.2%	i	30
COc1ccc(CCNC(=O)COC(=O)/C=C/c2ccc3c(c2)OCO3)cc1OC	1.1%[50 µM]	i	28
CCN(C[C@H]1N[C@@](CC)(C(=O)OC)[C@H]2C(=O)N(C)C(=O)[C@@H]12)S(=O)(=O)c1ccc(OC(F)(F)F)cc1	0.2%	i	8
COc1ccc2c(C(=O)NCc3ccc4c(c3)OCO4)c(-c3ccc(S(C)(=O)=O)cc3)sc2c1	-0.7%	i	17
Cc1ccc(S(=O)(=O)N2CCC(C(=O)N/N=C/c3cccn3C)CC2)cc1	1.0%	i	48
COc1cc(/C=C/C(=O)OCC(=O)NCc2ccc(F)cc2)ccc1O	-0.5%	i	51
C[C@]12c3[nH]c4ccccc4c3CCN1C(=O)C(CC(=O)NCc1ccco1)C[C@@H]2C(=O)N1CCCCC1 (stereo not given in full)	0.1%	i	21
COCCN(C(=O)COC(=O)/C=C/c1cccc(C(F)(F)F)c1)c1c(N)n(CC(C)C)c(=O)[nH]c1=O	-1.2%	i	36
CC(=O)c1ccc(N2CCN(S(=O)(=O)c3ccc4ccccc4c3)CC2)cc1	0.3%[50 µM]	i	41
COc1cc(C#Cc2c(-c3cncn3C)n(C)c3ccc(-c4ccc(CN5CCOCC5)cc4)cc23)cc(OC)c1	4.1%	i	28
CS(=O)(=O)c1ccc(Cl)c(NC(=O)CNC(=O)c2ccc3c(c2)OCO3)c1	0.7%	i	29
SMILES	UTI89 phage lysis	T cell modulator	T cell modulator vesicle-bound %
CCOc1cc(N2CCOCC2)c(OCC)cc1NC(=O)c1cc(S(=O)(=O)N2CCOCC2)ccc1F	0.0%[50 µM]	i	49
Cn1cccc1C(=O)OCC(=O)Nc1ccc2[nH]c(=O)[nH]c2c1	0.0%[50 µM]	i	50
O=C(NCC(c1ccco1)N1CCCCC1)c1cnc(Cl)c(Cl)c1 (stereo not given)	0.6%[50 µM]	i	35
C=CC[C@H](CC(=O)OC(C)(C)C)C(=O)OC[C@@H]1CCCN1C(=O)[C@H](CC=C)CC(=O)N[C@H](CO)Cc1ccccc1	0.2%	i	9
O=C(COc1ncnc2ccccc12)NC1CCCC1	0.1%[50 µM]	i	19
COc1ccc(Cl)cc1NC(=O)COC(=O)c1cc(C)oc1C	1.4%[50 µM]	i	17
COc1cc(OC)cc(C(=O)NCC(=O)OCC(=O)NC(C)CCc2ccccc2)c1 (stereo not given)	0.4%[50 µM]	i	41
O=C(NN=C(c1ccccc1)c1ccccn1)c1ccccc1	0.5%	i	33
COc1ccc(N2CCN(C(=O)[C@H](C)N3C(=O)C4CC=CCC4C3=O)CC2)cc1 (stereo not given in full)	-0.1%	i	38
CC(C)(C)OC(=O)C[C@H]1C/C=C\C[C@@H](CC(=O)NCCO)C(=O)N2CCC[C@H]2COC1=O	1.3%	i	28
CC(C)(C)OC(=O)NCCCCCNC(=O)c1ncn(Cc2ccccc2)c1C(=O)NCCCCCNC(=O)OC(C)(C)C	-1.2%	i	17
CC(=O)N1CCN(S(=O)(=O)c2cccc(C(=O)NCc3ccc(F)cc3)c2)CC1	1.6%	i	10
Cc1cc(C)n(CC(=O)NNC(=O)c2ccc(S(C)(=O)=O)cc2)n1	0.4%	i	35
Cn1c2cc(C#N)sc2c2cnn(Cc3ccc(F)cc3)c(=O)c21	0.0%	i	11
CCOc1cc(N2CCOCC2)c(OCC)cc1NC(=O)c1cc(S(=O)(=O)N2CCOCC2)ccc1C	0.9%	i	34
COc1cc(-c2noc(C)c2C(=O)NCCCn2ccnc2)cc(OC)c1OC	1.6%	i	17

Three entries already listed, arranged by number of heavy atoms, high to low.
SMILES	UTI89 phage lysis	T cell modulator	T cell modulator vesicle-bound %
C=CC[C@H](CC(=O)OC(C)(C)C)C(=O)OC[C@@H]1CCCN1C(=O)[C@H](CC=C)CC(=O)N[C@H](CO)Cc1ccccc1	0.2%	i	9
COc1cc(-c2noc(C)c2C(=O)NCCCn2ccnc2)cc(OC)c1OC	1.6%	i	17
Cn1c2cc(C#N)sc2c2cnn(Cc3ccc(F)cc3)c(=O)c21	0.0%	i	11
